# CHO-K1 Ca ag: counter-screen for M1 agonists: effect in parental CHO-K1 cells; Fluo-8 calcium fluorescence; scaled to maximal ATP response, vehicle zero; activation, % at 3 µM; 360,000 tested, 0.48% active; AID 602248; in the data active = activation above about 15%;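 also: untransfected CHO-K1 host cells lacking M1 receptor as counterscreen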
# CHO parental Ca: counter-screen for OX1R antagonists: effect in parental CHO cells; parental CHO-K1, ATP-induced calcium, Fluo-8 fluorescence; inhibition, % at 5.6 µM; 330,000 tested, 0.63% active;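 active = inhibition above that plate's mean sample inhibition plus 3 SD, cut at about 26% in these data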;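 also: 0% = ATP-challenged DMSO wells and 100% = DMSO wells without ATP; some compounds past the cut are filed as inactive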
#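 test system = CHO parental line | reagent = ATP stimulus | measured by = intracellular calcium via Fluo-8 no-wash fluorescent dye | control set = ATP and no-ATP DMSO wells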
# TAAR1 ag: human TAAR1 agonism | Q96RJ0 | CHO RD-HGA16 TAAR1, Fluo-8 calcium fluorescence; vehicle wells 0%, saturating PEA agonist 100% | activation, % at 3 µM | 360,000 tested, 0.99% active | AID 624467;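 active = activation above the mean activation of all test compounds in the run plus 3 SD, cut at about 38% in these data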
# Target sequence (Q96RJ0 whole entry, looked up): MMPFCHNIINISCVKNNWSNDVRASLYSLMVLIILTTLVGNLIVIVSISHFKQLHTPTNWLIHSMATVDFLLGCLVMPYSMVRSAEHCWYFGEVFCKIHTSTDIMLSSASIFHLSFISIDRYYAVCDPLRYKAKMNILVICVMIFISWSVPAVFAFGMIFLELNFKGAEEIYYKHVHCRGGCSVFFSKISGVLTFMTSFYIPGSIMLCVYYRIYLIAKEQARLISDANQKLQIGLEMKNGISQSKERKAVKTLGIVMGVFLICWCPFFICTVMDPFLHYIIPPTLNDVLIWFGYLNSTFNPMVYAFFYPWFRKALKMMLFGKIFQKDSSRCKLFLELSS
#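 Assay system – CHO-derived RD-HGA16 cells with stable Gα16 and human TAAR1 · Compound dosing – one-point dosing at 3 µM (nominal) · Incubation – 17-24 h seeding, 75 min 37 °C dye, 30 min RT · Measured by – kinetic Fluo-8 calcium fluorescence · Control set – DMSO vehicle as 0%, PEA at EC100 as 100% · Repeats – single well for each compound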
# OXTR potentiate: potentiators of human oxytocin receptor. CHO-OTR cells, Fluo-8 calcium fluorescence, potentiator mode; 0% = oxytocin EC15, 100% = EC100. activation, % at 3 µM. 320,000 tested, 0.061% active;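 active = activation above that plate's cutoff, the mean activation of tested compounds plus 3 SD, cut at about 6.6% in these data, passing the limit was not always enough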;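 also: 100% uses oxytocin at 75 nM as the full agonist control; some results filed as inactive read as strong as hits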
# Target sequence (P30559 whole entry, looked up): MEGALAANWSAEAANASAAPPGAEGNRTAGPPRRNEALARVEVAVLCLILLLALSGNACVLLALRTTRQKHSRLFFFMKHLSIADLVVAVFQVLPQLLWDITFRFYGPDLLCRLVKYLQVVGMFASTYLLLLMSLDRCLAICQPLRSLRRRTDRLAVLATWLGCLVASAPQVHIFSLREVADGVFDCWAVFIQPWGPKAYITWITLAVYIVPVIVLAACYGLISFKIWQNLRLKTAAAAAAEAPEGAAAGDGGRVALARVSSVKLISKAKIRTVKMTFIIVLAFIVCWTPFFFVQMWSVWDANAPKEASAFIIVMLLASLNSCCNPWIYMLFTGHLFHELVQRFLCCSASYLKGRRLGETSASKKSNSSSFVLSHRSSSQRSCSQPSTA
#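 test system = CHO-OTR cells, human receptor | compound = single-point 3.0 µM | schedule = 6 min compound pre-incubation at room temperature, 100 s kinetic read | signal = Fluo-8 no-wash calcium dye fluorescence, excitation 470-495 nm, emission 515-575 nm | repeats = single well per compound, singlicate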
# TAAR1 antagonist: antagonists of human TAAR1 | CHO RD-HGA16 TAAR1, Fluo-8 calcium fluorescence, antagonist | inhibition, % at 3 µM | 360,000 tested, 1.5% active | AID 624466;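 active = inhibition above a per-plate cutoff, the mean inhibition of test compounds on that plate plus 3 SD, cut at about 49% in these data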;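 also: 0% = DMSO plus EC80 beta-PEA response and 100% = DMSO alone without agonist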
#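 Assay system: CHO-derived RD-HGA16 cells stably expressing human TAAR1 plus Gα16. Timing: 140 s kinetic read after compound, 140 s after agonist. Technique: kinetic Fluo-8 calcium fluorescence measurement. Measure: % inhibition of agonist calcium response.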
# M1 antag: blocks human M1 muscarinic receptor; P11229; CHO-K1 hM1, Fluo-8 calcium fluorescence, ACh EC80 antagonist; inhibition, % at 3 µM; 360,000 tested, 1.3% active; AID 588852;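 active = percent inhibition above its own plate's cutoff, namely the mean of that plate's compound wells plus 3 SD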;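 also: peak over basal fluorescence ratio during 140 s after agonist addition; 0% = ACh EC80 plus DMSO and 100% = DMSO alone without agonist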
# M1 PAM parental: nonselective activator or artifact in parental CHO-K1 calcium assay | activation, % at 3 µM | 360,000 tested, 0.02% active | ATP EC20, Fluo-8 calcium fluorescence; 0% at ATP EC20, 100% at ATP max | AID 602247;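 active = activation above the run cutoff, the mean activation of all test compounds plus 3 SD, cut at about 40% in these data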;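 also: peak over basal fluorescence ratio in a 140 s read after ATP addition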
# CHO-K1 Ca antag: M1 antagonist counterscreen hit in parental CHO-K1 cells; ATP-induced calcium, Fluo-8 fluorescence; inhibition, % at 3 µM; 360,000 tested, 0.6% active; AID 602250;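 active = inhibition above a per-plate cutoff, the plate's mean sample inhibition plus 3 SD, cut at about 24% in these data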;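 also: 0% = DMSO plus EC80 ATP and 100% = DMSO alone without ATP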
# CHRM1 agonist: agonists of human M1 muscarinic receptor | P11229 | CHO-K1 hM1, Fluo-8 calcium fluorescence, agonist mode; 0% DMSO, 100% acetylcholine EC100 | activation, % at 3 µM | 360,000 tested, 0.33% active | AID 588814;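 active = activation above the run's mean compound activation plus 3 SD, cut at about 16% in these data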;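 also: peak over basal fluorescence ratio within a 140 s kinetic read after compound addition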
# * = called active by the depositor; x = no result given; & = joins results of further samples.
SMILES,CHO-K1 Ca ag,CHO parental Ca,TAAR1 ag,OXTR potentiate,TAAR1 antagonist,M1 antag,M1 PAM parental,CHO-K1 Ca antag,CHRM1 agonist
CCC1Sc2ccccc2N(CC(=O)NCCC2=CCCCC2)C1=O (configuration not stated),0.3,-29,1,-12,9,9,-2,-7,-6
Cc1cc2ccccc2c(=O)[nH]1,0.5,4,-1,-2,6,-7,7,-15,-4
Cc1ccccc1NC(=O)CSc1nnc2ccc(-c3cccnc3)nn12,1.3,-7,2,-9,-3,-21,19,-8,1
CCN(CCn1cccn1)C(=O)CC1C(=O)NCCN1Cc1cccc(OC)c1OC (configuration not stated),0.0,-5,4,-7,-12,-6,15,2,-9
Cc1cc(OCCCCCN2CCCC2)ccc1Cl,7.4,-10,10,-10,6,19,1,-9,-5
CN(C)C(=O)C1=NOC2(C1)C(=O)Nc1ccccc12 (configuration not stated),3.9,x,0,x,-2,x,6,6,x
Cc1ccc(C2CC(c3ccccc3OC(F)F)Nc3ncnn32)cc1 (configuration not stated),1.4,-14,10,-3,20,-2,5,9,0
CC(C)Sc1ncnc2c1cnn2-c1ccccc1,0.3,-7,17,-12,-14,-4,9,-8,-4
Cc1cc(C)c(NC(=O)Nc2ccccc2)c(C)n1,7.6,-2,4,-2,1,-9,4,-11,-2
O=C(Nc1ccccc1C(=O)N1CCOCC1)c1ccncc1,0.5,-12,0,0,-2,-36,16,-11,1
COc1cc2cc(Oc3ccc4ccc(=O)oc4c3)c(=O)oc2cc1OC1OC(COC(=O)CC(C)(O)CC(=O)O)C(O)C(O)C1O (configuration not stated),0.4,-4,3,-6,-7,-4,11,2,-1
CCCCN(C)C(=O)c1[nH]c(C(F)(F)F)nc1-c1ccccc1,0.5,x,2,x,-22,-28,2,-5,-4
COc1ccc(C2C(C#N)=C(C)NC3=C2C(=O)CC(C)(C)C3)c(OC)c1 (configuration not stated),0.8,-17,x,-8,x,12,5,3,-5
CCCCOCCOC(=O)C1OC1(C)c1ccccc1 (configuration not stated),0.4,x,1,x,-11,3,7,-7,0
CC1CN(S(=O)(=O)c2cccc(C(=O)NCc3ccco3)c2)CC(C)O1 (configuration not stated),0.7,-11,16,4,5,-1,6,-12,-4
O=C(CCC1N=C2c3ccccc3N=C(SCC(=O)NCc3ccco3)N2C1=O)NCc1ccco1 (configuration not stated),-0.5,-11,3,-9,-29,-1,8,-5,-5
COC(=O)c1ccc(CSc2nnc(Nc3cccc(OC)c3)s2)o1,2.2,-5,12,-12,16,-2,10,-6,-2
O=C(Nc1ccc2c(c1)OCO2)c1cc(C2CCCCN2C(=O)CCCc2ccccc2)on1 (configuration not stated),3.5,x,9,x,21,6,15,12,-5
Cc1c(C)n(CCc2ccccc2)c2ncnc(NCCO)c12,2.5,-9,1,-10,-10,4,0,-8,-5
COc1ccc(CNCc2ccc3c(c2)OCO3)c(OC)c1OC,2.1,x,1,x,-3,-20,14,-17,-7

# A second format for three compounds above.
CCCCOCCOC(=O)C1OC1(C)c1ccccc1 (configuration not stated)
  CHO-K1 Ca ag: 0.4 | CHO parental Ca: x | TAAR1 ag: 1 | OXTR potentiate: x | TAAR1 antagonist: -11 | M1 antag: 3 | M1 PAM parental: 7 | CHO-K1 Ca antag: -7 | CHRM1 agonist: 0
O=C(Nc1ccc2c(c1)OCO2)c1cc(C2CCCCN2C(=O)CCCc2ccccc2)on1 (configuration not stated)
  CHO-K1 Ca ag: 3.5 | CHO parental Ca: x | TAAR1 ag: 9 | OXTR potentiate: x | TAAR1 antagonist: 21 | M1 antag: 6 | M1 PAM parental: 15 | CHO-K1 Ca antag: 12 | CHRM1 agonist: -5
O=C(CCC1N=C2c3ccccc3N=C(SCC(=O)NCc3ccco3)N2C1=O)NCc1ccco1 (configuration not stated)
  CHO-K1 Ca ag: -0.5 | CHO parental Ca: -11 | TAAR1 ag: 3 | OXTR potentiate: -9 | TAAR1 antagonist: -29 | M1 antag: -1 | M1 PAM parental: 8 | CHO-K1 Ca antag: -5 | CHRM1 agonist: -5

# The listing picks up, repeating the five entries before the break.
SMILES,CHO-K1 Ca ag,CHO parental Ca,TAAR1 ag,OXTR potentiate,TAAR1 antagonist,M1 antag,M1 PAM parental,CHO-K1 Ca antag,CHRM1 agonist
O=C(CCC1N=C2c3ccccc3N=C(SCC(=O)NCc3ccco3)N2C1=O)NCc1ccco1 (configuration not stated),-0.5,-11,3,-9,-29,-1,8,-5,-5
COC(=O)c1ccc(CSc2nnc(Nc3cccc(OC)c3)s2)o1,2.2,-5,12,-12,16,-2,10,-6,-2
O=C(Nc1ccc2c(c1)OCO2)c1cc(C2CCCCN2C(=O)CCCc2ccccc2)on1 (configuration not stated),3.5,x,9,x,21,6,15,12,-5
Cc1c(C)n(CCc2ccccc2)c2ncnc(NCCO)c12,2.5,-9,1,-10,-10,4,0,-8,-5
COc1ccc(CNCc2ccc3c(c2)OCO3)c(OC)c1OC,2.1,x,1,x,-3,-20,14,-17,-7
O=C(CCCC1=NS(=O)(=O)c2ccccc2N1)N1CCN(c2ccc([N+](=O)[O-])cc2)CC1,0.4,-4,1,-10,-33,3,8,5,-14
CCC(C)c1ccc(NC(=S)N2CCN(C(=O)C3CCCO3)CC2)cc1 (configuration not stated),1.1,-5,-2,2,-3,-14,-3,-7,0
Cc1ccc([N+](=O)[O-])cc1NC(=O)CSc1nnc(C)n1CC1CCCO1 (configuration not stated),0.1,-3,-1,-4,-9,8,2,9,-4
CCC(C)c1ccc(O)c(NC(=O)c2cncc(Br)c2)c1 (configuration not stated),3.5,6,2,-6,22,0,4,4,-3
Cc1ccccc1S(=O)(=O)Nc1nc2ccccc2nc1NCCO,-0.2,-14,5,-5,4,-14,17,0,0
COCCCNC(=O)c1cc(Sc2ccc(F)cc2)nc2ccccc12,1.9,-19,1,5,6,-2,6,-1,-6
c1cncc(CNc2ccc3c(c2)OCO3)c1,0.3,-8,7,-12,-9,-8,15,-6,-1
COc1cccc(CN2CC(C(=O)NCCc3cn4cccnc4n3)CCC2=O)c1 (configuration not stated),0.1,x,2,x,-31,-2,14,-11,-1
COc1ccc(-c2c3c(cc4ncn(Cc5ccccc5)c24)COC3=O)cc1,-0.8,-16,13,-3,16,0,-8,-18,-2
COCCN1C(=O)C(CC(=O)Nc2ccc(C(C)=O)cc2)SC1=Nc1ccccc1 (configuration not stated),2.9&5.3,-23,11&25,-11,42&40,-7&-4,2&-2,-5&3,1&0
CCN(CC(=O)Nc1ccccc1OC)C(=O)C1CCC1,1.3,2,8,-2,-26,-9,12,2,0
CCS(=O)(=O)CCSC1OC(COC(C)=O)C(OC(C)=O)C(OC(C)=O)C1OC(C)=O (configuration not stated),0.5,2,1,-7,-6,-10,6,-8,-1
CSc1cccc(NC(=S)N(CCCN2CCCC2)Cc2cccn2Cc2ccc(Cl)cc2)c1,2.1,-17,25,-20,18,7,8,1,-3
CCc1cc(=O)oc2c(C)c(OCC(=O)NCc3ccccn3)ccc12,0.2,-4,0,2,-3,-10,16,-9,0
Cc1ccc(C)c(/C=N/NC(=S)NC(C)C)c1,0.7,-21,12,-3,-12,-3,19,-8,-12
Cc1ccc(OCCn2cc(/C=C3\C(=O)NN(c4ccccc4)C3=O)c3ccccc32)cc1,0.0,-6,0,-2,0,-10,15,-5,-4
COc1ccc(N2CC(C(=O)NC3CC(C)(C)NC(C)(C)C3)CC2=O)cc1 (configuration not stated),0.0,0,0,-8,6,-8,8,-1,-1
O=C(NCc1ccco1)C(=O)c1c[nH]c2ccccc12,0.8,6,7,-4,4,-4,23,-9,-6
CCOC(=O)CC(NC(=O)c1cc2ccccc2oc1=O)c1cccc([N+](=O)[O-])c1 (configuration not stated),0.2,-7,0,-8,-8,-11,24,-7,-8
CC(Sc1nc2sccc2c(=O)n1-c1ccccc1)C(N)=O (configuration not stated),1.1,6,3,0,-7,-8,15,-8,-5
Cc1cc(C)cc(C(=O)NC(=S)Nc2ccc(-c3cc4ccccc4oc3=O)cc2)c1,0.2,-7,1,-5,3,-4,18,0,-5
Cc1cccc(Cc2cnc(N3C(=N)SC(c4ccccc4)C3=O)s2)c1 (configuration not stated),0.9,3,-1,-6,4,-7,13,-1,-5
CC(OC(=O)CCN1C(=O)C2CC=CCC2C1=O)C(=O)Nc1ccc(F)cc1 (configuration not stated),0.2,x,7,x,-19,6,-11,-2,7
O=C1Cc2ccccc2C(=O)N1,0.9,x,4,x,-5,x,1,-1,x
N#Cc1cccc(CSc2ncnc(N)n2)c1,0.3,-11,0,-11,-16,9,-28,2,-5
Cc1onc(-c2c(F)cccc2Cl)c1C(=O)NNC(=O)C1CCN(Cc2cccc(F)c2)CC1,0.5,-17,2,-15,6,21,13,-13,-5
CCSc1nnc(NC(=O)C(C)C)s1,-0.1,2,0,-2,14,-2,-5,1,1
Cc1ccc(NC(=O)Cc2c[nH]c3ccccc23)cc1S(=O)(=O)N1CCCCCC1,-0.2,-4,-1,-12,-6,-8,11,-1,-5
CC(=O)NCCC(=O)Nc1cc(S(=O)(=O)N2CCCCC2)ccc1Oc1cccc(C)c1,1.9,x,2,x,5,1,8,-14,-1
Fc1ccc(CCn2c(Cn3c(-c4cnccn4)nc4ccccc43)nc3ccccc32)cc1,1.7,x,3,x,-33,x,19,-20,x
Cc1ccccc1CCNC(=O)C1CCC(=O)N(CCc2cccc(F)c2)C1 (configuration not stated),0.5,x,2,x,4,-16,-17,-4,-1
Cc1ccc(C2=NN(C(=O)CSc3nnnn3C)C(c3ccco3)C2)cc1 (configuration not stated),-0.8,3,-2,-9,8,-15,-13,-20,-6

# Screening results deposited in PubChem by The Scripps Research Institute Molecular Screening Center.
